From PubChem
MrgX1 antag – blocks BAM8-22 activation of human MrgX1 receptor. Q96LB2. MRGX1-HEK293 calcium flux, Fluo-4, BAM8-22 antagonism; stronger effect = lower value. B-score at 10 µM. 1.3% of 310,000 active. AID 588676;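 active = calcium-response B-score plate-corrected more than 3 library SD below zero, starting fluorescence within 5 deviations, no agonist response on first addition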;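 note: peak minus trough fluorescence over baseline after final BAM8-22 challenge near maximal dose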
RGS4 inh – human RGS4 inhibition; P49798; HEK293 M3R/RGS4 inducible, Fluo-4 calcium flux; stronger effect = higher value; triggered by carbachol at its EC20; B-score at 10 µM; 0.45% of 310,000 active; AID 463165;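 active = B-score, a plate-corrected calcium signal, over three deviations above library mean, with baseline fluorescence within five deviations of library mean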;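 note: RGS4 expression induced by doxycycline in cells with stable M3 receptor; B-score is computed from the integrated fluorescence ratio over baseline after carbachol; higher B-score means a larger calcium signal and so more RGS4 inhibition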
MrgX1 agonist – activates human MrgX1 receptor signaling; B-score at 10 µM; MrgX1-HEK293 cells, Fluo-4 calcium fluorescence, agonist mode; stronger effect = higher value; 0.44% of 310,000 active; Q96LB2; AID 588627;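 active = calcium response B-score plate-corrected fluorescence ratio at least 3 library SD, with starting fluorescence B-score inside 5 SD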
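System – MrgX1-expressing HEK293 cells · Incubation – cells plated overnight, dye loaded 0.5 h 37 °C, 0.5 h room temperature · Technique – kinetic Fluo-4 NW fluorescence of intracellular calcium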
TRPC4 inh – blocks the mouse TRPC4 cation channel; Q9QUQ5; HEK293 TRPC4beta/mu-opioid, DAMGO-evoked Fluo4 calcium flux; stronger effect = lower value; B-score at 10 µM; 0.39% of 300,000 active; AID 2247;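 active = B-score over 3 SD under the library average, no early fluorescence shift, positive overall ratio signal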
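material = TRPC4beta/mu-opioid receptor HEK293 cell line | probe or stimulus = sequential submaximal and maximal DAMGO stimulation | compound dosing = one concentration per compound | measured by = Fluo4 Ca2+ flux fluorescence | evaluation = integrated fluorescence ratio relative to baseline, converted to per-well B score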
RGS4 pot – RGS4 potentiation or activation | B-score at 10 µM | HEK293 M3R/inducible RGS4, carbachol calcium flux Fluo4; stronger effect = lower value | AID 463111 | 0.92% of 310,000 active;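 active = B-score of the integrated calcium signal more than 4 SD below the library mean, with starting fluorescence not abnormally high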;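 note: negative B-score means reduced calcium response which marks RGS4 activation or potentiation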
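Material: M3R-expressing HEK293 line, RGS4 induced by doxycycline | Schedule: Overnight RGS4 induction, 30 min dye load 37 °C, 20 min compound RT | Measured by: Fluo4 fluorescence kinetic imaging of calcium | Read-out: Integrated calcium ratio converted to B score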
TRPC6 inh – inhibitors of mouse TRPC6 channel. Q61143. HEK293-TRPC6, membrane potential dye, ACh-evoked depolarization; stronger effect = lower value. B-score at 10 µM. 1.1% of 310,000 active;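 active = B-score under library mean minus 3 SD, initial fluorescence not abnormally high, positive integrated signal ratio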;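 note: B-score derived from integrated fluorescence ratio over the kinetic read; more negative B-score means stronger inhibition of depolarization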
Target sequence (Q61143 whole entry, looked up): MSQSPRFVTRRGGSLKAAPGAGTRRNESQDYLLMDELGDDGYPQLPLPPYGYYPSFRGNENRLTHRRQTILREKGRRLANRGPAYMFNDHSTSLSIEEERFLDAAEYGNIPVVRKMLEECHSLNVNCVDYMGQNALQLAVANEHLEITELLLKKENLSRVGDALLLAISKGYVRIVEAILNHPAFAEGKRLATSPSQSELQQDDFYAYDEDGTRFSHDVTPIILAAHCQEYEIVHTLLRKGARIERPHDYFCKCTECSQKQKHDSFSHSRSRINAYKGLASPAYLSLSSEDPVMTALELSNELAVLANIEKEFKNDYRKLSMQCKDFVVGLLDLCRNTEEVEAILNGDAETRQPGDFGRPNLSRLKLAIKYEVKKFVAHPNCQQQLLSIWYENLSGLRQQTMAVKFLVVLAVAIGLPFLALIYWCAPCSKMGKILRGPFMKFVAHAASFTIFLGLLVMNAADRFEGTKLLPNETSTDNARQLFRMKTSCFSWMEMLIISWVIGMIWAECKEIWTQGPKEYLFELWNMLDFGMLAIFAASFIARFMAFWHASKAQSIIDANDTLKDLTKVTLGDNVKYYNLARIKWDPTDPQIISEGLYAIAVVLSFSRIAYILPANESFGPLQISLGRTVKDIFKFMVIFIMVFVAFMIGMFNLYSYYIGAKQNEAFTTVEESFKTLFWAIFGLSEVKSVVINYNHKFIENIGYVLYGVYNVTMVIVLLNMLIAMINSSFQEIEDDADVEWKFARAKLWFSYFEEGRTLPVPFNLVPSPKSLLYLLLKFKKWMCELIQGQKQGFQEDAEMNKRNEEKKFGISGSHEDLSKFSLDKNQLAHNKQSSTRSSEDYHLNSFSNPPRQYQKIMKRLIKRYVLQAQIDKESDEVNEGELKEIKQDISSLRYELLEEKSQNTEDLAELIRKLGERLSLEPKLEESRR
HIF act – HIF pathway transcriptional activation. U2OS HRE-luciferase reporter, luminescence; normalized: DMSO 0%, desferrioxamine 100%. activation, % at 7.5 µM (by protocol). 0.32% of 300,000 active. AID 1910;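 active = mean activation of at least 10% of the iron chelator positive control signal, with at least half of replicates also reaching 10%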
TRPC6 act – mouse TRPC6 channel activation; Q61143; HEK293-TRPC6 membrane potential dye fluorescence; stronger effect = higher value; B-score at 10 µM; 0.13% of 310,000 active;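 active = B-score of the integrated fluorescence ratio above library mean plus 3 SD, and starting fluorescence ratio within library mean plus 5 SD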;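 note: higher score means more depolarization so channel activation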
Platelet DG rel – platelet dense granule release activity; human platelet-rich plasma, SFLLRN dense granule ATP release, luminescence; inhibition, %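 (compounds screened at 7.5 µM in platelet-rich plasma)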; 0.22% of 300,000 active; AID 1663;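 active = mean replicate score, as percent of positive control, at or above 50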
SKKanGAS inh – blocks kanamycin growth of S. pyogenes SKKanGAS strain. BacTiter-Glo, 6 h. inhibition, % at 7.5 µM. 1.3% of 300,000 active. AID 1662;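 active = mean replicate score, as percent of positive control median, at least 50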;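 note: strain carries kanamycin resistance gene driven by streptokinase promoter and grows in 40 µg/ml kanamycin; loss of luminescence reflects streptokinase promoter inhibition or plain growth inhibition; 0% = median of DMSO wells and 100% = positive control at its reference dose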
MrgX1 allo act – human MrgX1 positive allosteric modulation, primary screen; AID 588675; MrgX1-HEK293, Fluo-4 calcium flux, FDSS; stronger effect = higher value; 0.63% of 310,000 active; B-score at 10 µM;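 active = plate-corrected calcium response at least 3 library SD above typical, normal starting fluorescence, not activating the receptor alone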;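 note: compound read alongside a low EC10 to EC30 dose of BAM8-22 agonist; peak minus trough fluorescence over baseline measured at the second addition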
An asterisk follows results filed as active; i = inactive; x = not tested or not shown. The order is random (roughly 6.1% active in at least one column).

Compound,MrgX1 antag,RGS4 inh,MrgX1 agonist,TRPC4 inh,RGS4 pot,TRPC6 inh,HIF act,TRPC6 act,Platelet DG rel,SKKanGAS inh,MrgX1 allo act
O=C(NCCc1ccco1)C(=O)NCC1OCCCN1S(=O)(=O)c1ccc(F)cc1 (configuration not stated),i,i,i,i,i,i,0.0,i,2.6,-6.3,i
CNC(=O)c1cc2cc(OC)ccc2n1CCN(Cc1ccccc1)Cc1ccccc1,-7.79*,i,i,i,i,i,-0.1,i,-1.5,-3.3,i
Cc1ccc2c(c1)C1(OCCCO1)C(=O)N2,i,i,i,i,i,i,-1.7,i,0.4,-6.4,i
COc1ccc2c(-c3ccccc3)cc(SCC(=O)N(C)C)nc2c1,i,i,i,i,i,i,-0.9,i,11.6,-0.2,i
O=C(NCCCN1CCOCC1)c1cc(-c2cccs2)on1,i,i,i,i,i,i,20.5*,i,5.5,4.5,i
CN(Cc1cn(C)nc1-c1cccc(Cl)c1)CC1CCCCO1 (configuration not stated),i,i,i,i,i,i,-0.1,i,-1.0,-5.1,i
CCOC(=O)C(=O)Nc1sc(C(=O)N2CCOCC2)c(C)c1C#N,i,i,i,i,i,i,-0.2,i,-3.0,0.4,i
COC(=O)c1nc(NC(=O)c2ccc(C(C)(C)C)cc2)n[nH]1,x,i,x,i,i,i,-0.5,i,1.7,-0.1,x
CCC(=O)NC(=S)Nc1ccc(NC(=O)CC)cc1,i,i,i,i,i,i,0.6,i,6.0,-3.4,i
O=C(COc1ccccc1)NCC1(N2CCCCC2)CCCCC1,i,i,i,i,i,i,0.5,i,-7.6,-4.2,i
COc1ccc(C(=O)COC(=O)CCn2nnc(-c3cccs3)n2)cc1,i,i,i,i,i,i,-0.2,i,-2.3,1.1,i
Cc1ccc(NC2CCCN(C(=O)c3ccoc3)C2)cc1C (configuration not stated),i,i,i,i,i,i,0.6,i,-6.4,-3.1,i
CC(=O)NC(C(=O)N1CCC(c2nc3ccccc3s2)CC1)C(C)C (configuration not stated),i,i,i,i,i,i,-0.2,i,-2.0,0.1,i
O=C(Nc1ccc(F)c(F)c1)c1cccnc1,i,i,i,i,i,i,0.4,i,-1.5,1.6,i
NS(=O)(=O)c1ccc(CCNC(=O)CSc2ccc(Cl)cc2Cl)cc1,i,i,i,i,i,i,-0.3,i,-5.7,-13.1,i
CC(Nc1ccc2c(c1)OCCO2)C(=O)N1CCc2ccccc21 (configuration not stated),i,i,i,i,i,i,0.3,i,-4.3,-19.1,i
CC(=O)Nc1ccc(S(=O)(=O)CCC#N)cc1,i,i,i,i,i,i,-0.5,i,-1.5,-15.3,i
CCCCOc1ccc(Cc2c(COCC)[nH]c(=S)[nH]c2=O)cc1,i,i,i,i,i,i,-0.8,i,-1.4,-4.1,i
CN(CC(=O)Nc1ccc(N2CCOCC2)cc1)C(=O)CCNC(=O)c1ccccc1Cl,i,i,i,i,i,i,0.6,i,-1.0,14.2,i
Cc1cc(-c2ccc(N3CCOCC3)cc2)nc2ccccc12,i,i,i,i,i,i,3.4,i,5.9,-4.1,i
Cc1ccc(C)c(OCCC(=O)OCC(=O)c2c(N)n(C)c(=O)n(C)c2=O)c1,i,i,i,i,i,i,-0.2,i,-10.9,-20.3,i
CC(=O)N1CCN(C(=O)Cn2c(=O)oc3ccccc32)CC1,i,i,i,i,i,i,-0.5,i,-13.6,0.0,i
CSc1nnnn1-c1cccc(O)c1,i,i,i,i,i,i,0.4,i,12.7,-7.8,i
CCOC(=O)C1CCN(C(=O)c2ccc(N(C)S(C)(=O)=O)cc2)CC1,i,i,i,i,i,i,x,i,3.1,-0.1,i
Cc1ccc(S(=O)(=O)NC(C)C(=O)NC(C)c2cccs2)cc1 (configuration not stated),i,i,i,i,i,i,-0.4,i,-2.2,8.4,i
COc1cc(C)c(CNC2CCCCC2)cc1C,i,i,i,i,i,i,-0.4,i,-0.5,-7.2,i
CCC(Cc1ccccc1)NC(=O)C1CC1 (configuration not stated),i,i,i,i,i,i,0.8,i,-3.7,-2.5,i
COc1ccc(C(=O)NCCC(=O)N2CCC3(CC2)NCCc2[nH]cnc23)cc1,i,i,i,i,i,i,-0.2,i,3.2,-1.0,i
CCOC(=O)C1=C(C)N(C)C(=O)NC1c1cccc2ccccc12 (configuration not stated),i,i,i,i,i,i,0.0,i,1.7,0.8,i
CC1CCCCN1S(=O)(=O)c1ccc(S(=O)(=O)N(Cc2ccccc2)Cc2ccco2)cc1 (configuration not stated),i,i,i,i,i,i,-0.5,i,5.0,-5.9,i
COC(=O)Cc1ccc(NC(=S)NCC(C)C)cc1,i,i,i,i,i,i,0.3,i,-1.3,x,i
COc1cccc(C2C([N+](=O)[O-])=C(N)Oc3cc(C)oc(=O)c32)c1 (configuration not stated),i,i,i,i,i,i,-0.4,i,17.9,8.0,i
C=CCNC(=O)c1ccc2c3n(nc2c1)-c1ccc(C)cc1CO3,i,i,i,i,i,i,2.0,i,-0.8,-8.5,i
Cc1ccc2[nH]c(C)c(CCNC(=O)c3c(N)no[n+]3[O-])c2c1,i,i,i,i,i,i,0.4,i,-1.1,-9.9,i
O=C(C1CCCN(S(=O)(=O)c2cccc3nsnc23)C1)N1CCN(c2ccccn2)CC1 (configuration not stated),i,i,i,i,i,i,0.1,i,-4.9,4.0,i
NC1(N)OC(CN2C(=O)c3ccccc3C2=O)CS1 (configuration not stated),i,i,i,i,i,i,-0.6,i,-1.6,-0.2,i
O=C1NC(c2cn(-c3ccccc3)nc2-c2cccs2)C(C(=O)c2cccnc2)C(O)(C(F)(F)F)N1 (configuration not stated),i,i,i,i,i,i,0.8,i,-7.3,2.6,i
COC(=O)[C@@]12CCCCN1[C@H](c1ccc(SC3CCCCC3)cc1)[C@@H]1C(=O)N(C)C(=O)[C@@H]12,i,i,i,i,i,i,-0.1,i,0.3,42.9,i
CC(=O)Nc1ccc(NC(=O)CSc2nnc(NC(=O)c3ccc(Br)o3)s2)cc1,i,i,i,i,i,i,0.9,i,7.6,73.0*,i
Cc1cc(NC(=O)c2ccccc2F)on1,i,i,i,i,i,i,1.0,i,-4.2,-9.9,i
COc1ccc(NC(=O)CCS(=O)(=O)c2ccc(Br)s2)cc1,i,i,i,i,i,i,-0.1,i,8.5,6.5,i
Cc1cc(C(=O)N2CCN(c3ncccn3)CC2)nn1C,i,i,i,i,i,i,0.0,i,1.0,3.4,i
O=C(NNS(=O)(=O)c1ccc([N+](=O)[O-])cc1)c1cnn(-c2ccccc2)c1-n1cccc1,i,i,i,i,i,i,0.6,i,2.0,2.1,i
O=S(=O)(Cc1c(F)cccc1Cl)c1ncn[nH]1,i,i,i,i,i,i,-0.3,i,-0.7,0.8,i
COc1ccc(OCCCn2ccnc2)cc1,i,i,i,i,i,i,-9.4,i,-1.2,-3.7,i
COc1cccc(C(=O)Nc2cnc(NC(=O)c3ccco3)cc2C)c1,i,i,i,i,i,i,0.4,i,16.6,-3.8,i
Cc1ccccc1-n1c(-c2ccco2)n[nH]c1=S,i,i,i,i,i,i,0.3,i,-7.6,-4.9,i
Cc1c(NS(=O)(=O)c2cc(C(=O)NCc3ccco3)cc(Cl)c2Cl)c(=O)n(-c2ccccc2)n1C,i,i,i,i,i,i,-0.3,i,-4.7,7.8,i
CCC(CC)C(=O)Nc1cc(C)cc(C)c1,i,i,i,i,i,i,-0.9,i,2.8,-6.2,i
CC(=O)c1ccccc1NC(=O)COC(=O)/C=C/c1cccs1,i,i,i,i,i,i,-0.5,i,8.9,-4.1,i

Next section.
Compound,MrgX1 antag,RGS4 inh,MrgX1 agonist,TRPC4 inh,RGS4 pot,TRPC6 inh,HIF act,TRPC6 act,Platelet DG rel,SKKanGAS inh,MrgX1 allo act
O=C(CCCN1C(=O)/C(=C/c2ccccc2Cl)SC1=S)Nc1cccnc1,i,i,i,i,i,i,-0.5,i,-2.0,11.7,i
O=C(NCC(c1cccs1)N1CCOCC1)c1cc2ccccc2o1 (configuration not stated),i,i,i,i,i,i,0.0,i,3.6,4.1,i
COc1ccc(Cc2nn[nH]n2)cc1,i,i,i,i,i,i,0.0,i,1.6,1.3,i
NC(C(=O)O)C(c1ccccc1)C(F)F (configuration not stated),i,i,i,i,i,i,0.2,i,-0.4,-1.2,i
COc1ccc(OC(C)C(=O)NCC2CCCO2)cc1 (configuration not stated),i,i,i,i,i,i,0.1,i,-7.2,-1.3,i
COc1ccc(NC(=S)N2CCN(c3ccccc3)CC2)c(OC)c1,i,i,i,i,i,i,0.9,i,-3.2,-1.9,i
Cc1cccc(CS(=O)(=O)Cc2ccc(C(=O)NCCCN3CCOCC3)o2)c1,i,i,i,i,i,i,-0.4,i,-8.2,4.4,i
CCS(=O)(=O)c1ccc(OC)c(N=Nc2ccc(O)c3ncccc23)c1,i,i,i,i,i,i,0.0,i,1.9,23.1,i
CCOC(=O)N1CCN(C(=O)C2CCN(C(=O)c3ccc(C(C)(C)C)cc3)CC2)CC1,i,i,i,i,i,i,-0.2,i,8.0,-2.3,i
Cc1ccc([N+](=O)[O-])cc1S(=O)(=O)Nc1cccc(-c2ccc(N3CCCC3)nn2)c1,i,i,i,i,i,i,1.3,i,6.3,7.0,i
COc1ccccc1N1CCN(CC(=O)Nc2sccc2C#N)CC1,i,i,i,i,i,i,-0.1,i,2.4,10.2,i
CC(C)COC(=O)Cc1c(O)c2ccccc2[nH]c1=O,i,i,i,i,i,i,0.0,i,9.5,-2.1,i
CC(=O)N1CCOc2ccc(S(=O)(=O)NCCc3ccc(C)cc3)cc21,i,i,i,i,i,i,-0.7,i,-8.5,-5.9,i
Cc1csc(Nc2ccccc2)[n+]1-c1ccccc1,i,i,i,i,i,i,3.0,i,-1.9,18.5,i
Cc1ccc(CNC(=O)CCNS(=O)(=O)c2cccs2)cc1,i,i,i,i,i,i,0.1,i,-2.4,-5.8,i
O=C(c1ccc(COc2ccccc2Cl)o1)N1CCN(c2ccccc2)CC1,i,i,i,i,i,i,-0.6,i,-0.9,4.6,i
Cc1ccc(NC(=O)Nc2cccc3ccccc23)cc1,i,i,i,i,i,i,0.0,i,-3.5,9.4,i
